# High-throughput results: PubChem, several laboratories
# MrgX1 antag: blocks BAM8-22 activation of human MrgX1 receptor | MRGX1-HEK293 calcium flux, Fluo-4, BAM8-22 antagonism; stronger effect = lower value | B-score at 10 µM | Q96LB2 | hit rate 1.3% among 310,000 | AID 588676;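 active = calcium-response B-score plate-corrected more than 3 library SD below zero, starting fluorescence within 5 deviations, no agonist response on first addition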;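 note: peak minus trough fluorescence over baseline after final BAM8-22 challenge near maximal dose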
# Target sequence (Q96LB2 whole entry, looked up): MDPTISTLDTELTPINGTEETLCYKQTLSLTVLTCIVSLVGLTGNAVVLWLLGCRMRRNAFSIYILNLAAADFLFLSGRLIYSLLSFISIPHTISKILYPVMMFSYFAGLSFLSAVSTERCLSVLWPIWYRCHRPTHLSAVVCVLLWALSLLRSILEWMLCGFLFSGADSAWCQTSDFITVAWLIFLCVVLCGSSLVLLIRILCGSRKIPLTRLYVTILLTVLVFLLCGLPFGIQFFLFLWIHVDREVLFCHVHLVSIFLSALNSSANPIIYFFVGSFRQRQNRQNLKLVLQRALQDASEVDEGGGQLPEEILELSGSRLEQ
# MrgX1 ag: activates human MrgX1 receptor signaling. MrgX1-HEK293 cells, Fluo-4 calcium fluorescence, agonist mode; stronger effect = higher value. B-score at 10 µM. hit rate 0.44% among 310,000;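 active = calcium response B-score plate-corrected fluorescence ratio at least 3 library SD, with starting fluorescence B-score inside 5 SD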
#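 System – MrgX1-expressing HEK293 cells · Incubation – cells plated overnight, dye loaded 0.5 h 37 °C, 0.5 h room temperature · Technique – kinetic Fluo-4 NW fluorescence of intracellular calcium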
# TRPC4 act: activators of mouse TRPC4 channel | Q9QUQ5 | HEK293 TRPC4beta/mu-opioid, Fluo4 calcium fluorescence; stronger effect = higher value | B-score at 10 µM | hit rate 0.49% among 310,000;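 active = B-score above 5 SD of library B-scores, and initial fluorescence ratio not above library mean plus 5 SD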;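 note: positive B-score marks a calcium rise read as TRPC4 activation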
#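 System: HEK293 cells stably co-expressing mouse TRPC4beta and mu-opioid receptor; Schedule: Fluo4 dye loading 45 min at room temperature, 110 s recording; Detection: Fluo4 fluorescence, kinetic; Evaluation: B-scored integrated calcium fluorescence ratio; Controls: buffer (low) and maximal DAMGO (high).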
# HIF activator: HIF pathway transcriptional activation; U2OS HRE-luciferase reporter, luminescence; normalized: DMSO 0%, desferrioxamine 100%; activation, % at 7.5 µM (by protocol); hit rate 0.32% among 300,000; AID 1910;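 active = mean activation of at least 10% of the iron chelator positive control signal, with at least half of replicates also reaching 10%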
# MrgX1 allo act: human MrgX1 positive allosteric modulation, primary screen; Q96LB2; hit rate 0.63% among 310,000; MrgX1-HEK293, Fluo-4 calcium flux, FDSS; stronger effect = higher value; AID 588675; B-score at 10 µM;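 active = plate-corrected calcium response at least 3 library SD above typical, normal starting fluorescence, not activating the receptor alone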;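 note: compound read alongside a low EC10 to EC30 dose of BAM8-22 agonist; peak minus trough fluorescence over baseline measured at the second addition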
# AI-2 QS modul: Vibrio harveyi AI-2 quorum sensing modulation; Vibrio harveyi JMH597 AI-2 luminescence/OD600 ratio, 9 h; stronger effect = lower value; strain lacks LuxN and CqsS sensors; 0 = neutral-control median; activity change, % at 7.5 µM; hit rate 0.4% among 300,000; in the data active = activity change below about -75%, passing the limit was not always enough;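 note: luminescence divided by OD600 gain over 9 h not by final OD600 alone; inactives centre near 13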
# TRPC4 inh: TRPC4 (mouse) channel inhibition; HEK293 TRPC4beta/mu-opioid, DAMGO-evoked Fluo4 calcium flux; stronger effect = lower value; B-score at 10 µM; hit rate 0.39% among 300,000; Q9QUQ5;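 active = B-score over 3 SD under the library average, no early fluorescence shift, positive overall ratio signal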
#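 material = TRPC4beta/mu-opioid receptor HEK293 cell line | probe or stimulus = sequential submaximal and maximal DAMGO stimulation | compound dosing = one concentration per compound | measured by = Fluo4 Ca2+ flux fluorescence | evaluation = integrated fluorescence ratio relative to baseline, converted to per-well B score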
# TRPC6 inh: inhibitors of mouse TRPC6 channel; hit rate 1.1% among 310,000; HEK293-TRPC6, membrane potential dye, ACh-evoked depolarization; stronger effect = lower value; B-score at 10 µM; AID 2553;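 active = B-score under library mean minus 3 SD, initial fluorescence not abnormally high, positive integrated signal ratio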;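 note: B-score derived from integrated fluorescence ratio over the kinetic read; more negative B-score means stronger inhibition of depolarization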
# PolyA inh: blocks polyadenylation in yeast reporter cells. S. cerevisiae SKY197-pL101 polyadenylation reporter, beta-gal luminescence; efflux-impaired pdr1/pdr3 knockout yeast; score 100 = 6 SD above DMSO. calls only at 12 µM. hit rate 0.02% among 300,000. AID 1875;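 active = lowest replicate activity score at least 50, where 100 means six control SD above control mean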;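 note: yeast exposed to compound for 9 h at 30 °C; higher score means more reporter readthrough which indicates perturbed polyadenylation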
# TRPC6 act: activators of mouse TRPC6 channel. AID 2550. hit rate 0.13% among 310,000. B-score at 10 µM. Q61143. HEK293-TRPC6 membrane potential dye fluorescence; stronger effect = higher value;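 active = B-score of the integrated fluorescence ratio above library mean plus 3 SD, and starting fluorescence ratio within library mean plus 5 SD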;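 note: higher score means more depolarization so channel activation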
# TRPC4 potent: allosteric potentiators of mouse TRPC4 channel | hit rate 0.42% among 310,000 | B-score at 10 µM | HEK293 TRPC4beta/mu-opioid, DAMGO EC20, Fluo-4 Ca2+ flux; stronger effect = higher value | AID 2227 | Q9QUQ5;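 active = B-score of calcium response area above 5 SD of library B-scores, with initial fluorescence ratio within 5 SD of library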;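 note: B-score of integrated fluorescence ratio over time as area under calcium response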
# An asterisk follows results filed as active; i = inactive; · = no result given. An excerpt; the hit share may differ from the screen's.
SMILES,MrgX1 antag,MrgX1 ag,TRPC4 act,HIF activator,MrgX1 allo act,AI-2 QS modul,TRPC4 inh,TRPC6 inh,PolyA inh,TRPC6 act,TRPC4 potent
CCCc1nc2oc3cc(OC)ccc3c(=O)c2c(=O)n1Cc1ccco1,i,i,i,0.3,i,22,i,i,i,i,i
O=Cc1cccc(OC(=O)c2ccc(Cl)cc2Cl)c1,i,i,i,2.0,i,-2,i,i,i,i,i
COc1ccc(C(C(=O)NC2CCCCC2)N(CC2CCCO2)C(=O)CCCC(=O)Nc2ccccn2)cc1 (configuration not stated),·,·,i,2.0,·,20,i,i,i,i,i
COCCNC(=O)c1ccc(S(=O)(=O)N2CCCc3ccccc32)cc1,i,i,i,-0.6,i,9,i,i,i,i,i
O=C(NCCCN1CCOCC1)c1ccc(CS(=O)(=O)c2ccc(Br)cc2)o1,i,i,i,-0.3,i,-18,i,i,i,i,i
Cc1cc(NC(=O)CCC(=O)N(Cc2ccco2)C(C(=O)NC2CCCC2)c2ccccc2F)no1 (configuration not stated),i,i,i,-0.3,i,19,i,i,i,i,i
On1nnc2ccc(C(F)(F)F)cc21,i,i,i,0.3,i,17,i,i,i,i,i
CCC(C)N1C(=O)N(c2cccc(Cl)c2)C(C)(O)CC1(C)C (configuration not stated),i,i,i,-0.4,i,15,i,i,i,i,i
COc1cc(CCC(=O)NNC(=O)c2ccc(Cl)cc2)cc(OC)c1OC,i,i,i,-2.5,i,8,i,i,i,i,i
Cc1ccc(C(=O)c2oc3ccccc3c2N)cc1,i,i,i,2.4,i,1,i,i,i,i,i
c1ccc(Nc2nc(-c3ccccn3)cs2)cc1,i,i,i,1.3,i,37,i,i,i,i,i
O=C(c1cccc(Cl)c1)N1CCN(Cc2ccccc2)CC1,i,i,i,1.2,i,8,i,i,i,i,i
O=C(O)CSCC(=O)NCc1cccc(C(F)(F)F)c1,i,i,i,-0.2,i,23,i,i,i,i,i
Cc1cc(C(=O)N/N=C/C=C/c2ccc(Br)cc2)n[nH]1,-5.6*,i,i,0.2,i,10,i,i,i,i,i
COc1ccc(/C=N/n2cnnc2)cc1Oc1nc(Cl)ncc1F,i,i,i,-0.7,i,10,i,i,i,i,i
O=S(=O)(NCC1CCN(Cc2ccccc2)CC1)c1ccccc1C(F)(F)F,i,i,i,0.3,i,13,i,i,i,i,i
CCc1cc(=O)oc2cc(OCC(=O)O)c(Cl)cc12,i,i,i,0.3,i,12,i,i,i,i,i
CCCCN(C(=O)CCC(=O)Nc1cc(C)on1)C(C(=O)NC(C)(C)C)c1cccc(OC)c1OC (configuration not stated),i,i,i,-20,i,19,i,i,i,i,i
COc1cc(CO)cc(Br)c1OCc1cccnc1,i,i,i,0.2,i,21,i,i,i,i,i
O=C(CCN1C(=O)c2ccccc2S1(=O)=O)Nc1ccccc1O,i,i,i,-0.3,i,16,i,i,i,i,i
CCOc1ccccc1-n1c(SCC(=O)N2CCCC2)nnc1-c1ccoc1C,i,i,i,1.3,i,-9,i,i,i,i,i
CSc1nc2c(cnn2-c2ccccc2)c(=O)n1N,i,i,i,0.7,i,14,i,i,i,i,i
COc1ccc(CC(=O)Nc2cccc(C)n2)cc1OC,i,i,i,0.0,i,32,i,i,i,i,i
Cc1ccc(NS(=O)(=O)c2ccc3c(c2)CCN3C(=O)CCC(=O)O)cc1Cl,i,i,i,0.0,i,10,i,i,i,i,i
CCOC(=O)CN1C(=O)N[C@@H](c2cccc(C(F)(F)F)c2)[C@H](C(C)=O)[C@H]1C,i,i,i,0.1,i,-5,i,i,i,i,i

# One compound at a time, as listed above. Order of screens: MrgX1 antag, MrgX1 ag, TRPC4 act, HIF activator, MrgX1 allo act, AI-2 QS modul, TRPC4 inh, TRPC6 inh, PolyA inh, TRPC6 act, TRPC4 potent
# CCC(C)N1C(=O)N(c2cccc(Cl)c2)C(C)(O)CC1(C)C (configuration not stated) as listed: i, i, i, -0.4, i, 15, i, i, i, i, i
# CCOc1ccccc1-n1c(SCC(=O)N2CCCC2)nnc1-c1ccoc1C as listed: i, i, i, 1.3, i, -9, i, i, i, i, i
# COCCNC(=O)c1ccc(S(=O)(=O)N2CCCc3ccccc32)cc1 as listed: i, i, i, -0.6, i, 9, i, i, i, i, i

# New compounds follow:
SMILES,MrgX1 antag,MrgX1 ag,TRPC4 act,HIF activator,MrgX1 allo act,AI-2 QS modul,TRPC4 inh,TRPC6 inh,PolyA inh,TRPC6 act,TRPC4 potent
O=[N+]([O-])c1cc(CN(CCO)CCO)ccc1O,i,i,i,·,i,-2,i,i,i,i,i
CC(C)n1cc(/C(N)=N/O)c(=O)n(Cc2ccccc2)c1=O,i,i,i,-0.5,i,25,i,i,i,i,i
Cc1ccc(N(Cc2ccc(C(=O)NC3CCCCC3)cc2)S(C)(=O)=O)cc1C,i,i,i,-0.9,i,15,i,i,i,i,i
Cc1cccc(C)c1NC(=O)CNC(=O)CCCc1c[nH]c2ccccc12,i,i,i,-0.4,i,22,i,i,i,i,i
CC(=O)N1CCc2cc(S(=O)(=O)NCCCN3CCCCC3)ccc21,i,i,i,-1.0,i,24,i,i,i,i,i
COC(=O)c1ccc(Oc2cc(C)nc(-n3nc(C)cc3C)n2)cc1,i,i,i,0.8,i,14,i,i,i,i,i
CCCNC(=O)c1n[nH]c(=O)c2ccccc12,i,i,i,-0.5,i,22,i,i,i,i,i
COc1ccccc1NC(=S)NCc1ccccc1Cl,i,i,i,0.4,i,-1,i,i,i,i,i
COc1ccc(Nc2cc(C(=O)NCCCN3CCN(C)CC3)c3ccccc3n2)cc1,i,i,i,-37,i,-21,i,i,i,i,i
Cc1ccc(C)n1-c1ccc(C(=O)Nc2ccccc2)cc1,i,i,i,0.8,i,19,i,i,i,i,i
NS(=O)(=O)c1ccc(NC(=O)/C=C/c2cccc(Cl)c2)cc1,i,i,i,1.7,i,28,i,i,i,i,i
CCOC(=O)c1cnc(SC)nc1N,i,i,i,-0.2,i,2,i,i,i,i,i
NS(=O)(=O)c1ccc(CCNC(=O)c2cccnc2)cc1,i,i,i,-0.1,i,12,i,i,i,i,i
Nc1c(N(Cc2ccccc2)C(=O)COc2ccc(F)cc2)c(=O)[nH]c(=O)n1Cc1ccccc1,i,i,i,2.0,i,16,i,i,i,i,i
O=C(NCCN1CCN(S(=O)(=O)c2ccccc2)CC1)C(=O)Nc1ccc(F)cc1,i,i,i,-0.3,i,18,i,i,i,i,i
Cc1ccc(C(=O)Nc2ccc(S(=O)(=O)N3CCCC3)cc2)s1,i,i,i,-0.1,i,4,i,i,i,i,i
CCCN1CCN(CCCNC(=O)c2ccc3c(=O)n(CCc4ccccc4)c(=O)[nH]c3c2)CC1,i,i,i,-0.5,i,2,i,i,i,i,i
O=C(C(=O)N1CCN(c2ccc(F)cc2)CC1)c1cn(CC(=O)N2CCOCC2)c2ccccc12,i,i,i,-0.9,i,1,i,i,i,i,i
CC(C)CCOc1ccc(C(=O)NCCC(=O)N2CCOCC2)cc1,i,i,i,1.6,i,-1,i,i,i,i,i
CCOC(=O)c1sc(NC(=O)c2ccc(S(=O)(=O)N3CCOCC3)cc2)cc1C,i,i,i,0.6,i,5,i,i,i,i,i
CCOC(=O)N1CCN(C(=O)CSc2nnc(-c3ccc(Cl)s3)o2)CC1,i,i,i,0.1,i,16,i,i,i,i,i
CCNC(=S)N(CCc1c(C)[nH]c2ccccc12)Cc1cccnc1,i,i,i,-0.1,i,8,i,i,i,i,i
CCN1C(=O)/C(=C/N2CCc3ccccc32)SC1=S,i,34*,i,2.3,i,26,i,i,i,i,i
COc1ccc(NC(=O)Nc2cccs2)cc1Cl,i,i,i,0.7,i,13,i,i,i,i,i
CCCCNc1nc(-c2ccccc2)c(C(=O)OCC)cc1C#N,i,i,i,2.6,i,18,-6*,i,i,i,i

# Following part:
SMILES,MrgX1 antag,MrgX1 ag,TRPC4 act,HIF activator,MrgX1 allo act,AI-2 QS modul,TRPC4 inh,TRPC6 inh,PolyA inh,TRPC6 act,TRPC4 potent
O=C1NCC(O)=C1C=NCCO,i,i,i,-0.5,i,23,i,i,i,i,i
CCOC(=O)c1ccc(CN2C(=O)c3ccccc3S2(=O)=O)cc1,i,i,i,0.3,i,24,i,i,i,i,i
CSc1nsc(N/N=C/c2ccc3c(c2)OCO3)c1C#N,i,i,i,4.5,i,-2,i,i,i,i,i
COc1ccc(OC)c(-c2cc(C(=O)NCCCn3ccnc3)no2)c1,i,i,i,-0.1,i,33,i,i,i,i,i
Cc1cnc(C(=O)OCC(=O)c2csc(N3CCCCC3)n2)cn1,-5.7*,i,i,1.9,i,6,i,i,i,i,i
CCOC(=O)c1ccc2[nH]c3c(c2c1)CCCC3NC=O (configuration not stated),i,i,i,0.4,i,10,i,i,i,i,i
C=C1CCN([C@@H](C)C(=O)OCc2cccc(C)c2)S(=O)(=O)c2ccccc21,-11*,i,i,-0.3,i,-4,i,i,i,i,i
COc1ccc(/C=N/NC(=O)c2ccc(Cl)cc2)cc1COC(C)=O,i,i,i,0.6,i,-15,i,i,i,i,i
CC1=C(C(=O)Nc2cc(C)ccn2)C(c2ccc(C)cc2)C2=C(CCCC2=O)N1 (configuration not stated),i,i,i,0.1,i,9,i,i,i,i,i
O=C(NC1CCN(S(=O)(=O)c2ccc(F)cc2)CC1)C1CCCCC1,i,i,i,-1.9,i,·,i,i,i,i,i
C=CCn1c(SC(C)CC)nc(O)cc1=O (configuration not stated),i,i,i,-0.1,i,25,i,i,i,i,i
N/C(Cc1ccc(Cl)c(Cl)c1)=N\OC(=O)c1ccc(Br)o1,i,i,i,0.1,i,17,i,i,i,i,i
CCOC(=O)C1C(C)=C(Nc2ccc(OC)cc2)C(=O)N1c1ccc(OC)cc1 (configuration not stated),i,i,i,0.4,i,7,i,i,i,i,i
CCOC(=O)C1(Cc2ccc(OC)cc2)CCN(C(=O)[C@@H]2CCCN2C(C)=O)CC1,i,i,i,0.8,i,15,i,i,i,i,i
O=C(CSCCc1ccccn1)Nc1ccccn1,i,i,i,0.0,i,9,i,i,i,i,i
O=C(CN1CCOCC1)Nc1c(Cl)cc(Cl)cc1Cl,i,i,i,-10,i,8,i,i,i,i,i
COc1cc(C(=O)Nc2cc(-c3cn4cccnc4n3)ccc2C)cc(OC)c1OC,i,i,i,0.2,i,4,i,i,i,i,i
